TRHR ag: activates the human TRH receptor; TRHR cells, calcium flux fluo-8, FDSS agonist mode; P34981; 360,000 tested, 0.18% active; AID 493084; activation, % at 2 µM; in the data active = activation above about 30%; also: 0% is about no effect
Target sequence (P34981 whole entry, looked up): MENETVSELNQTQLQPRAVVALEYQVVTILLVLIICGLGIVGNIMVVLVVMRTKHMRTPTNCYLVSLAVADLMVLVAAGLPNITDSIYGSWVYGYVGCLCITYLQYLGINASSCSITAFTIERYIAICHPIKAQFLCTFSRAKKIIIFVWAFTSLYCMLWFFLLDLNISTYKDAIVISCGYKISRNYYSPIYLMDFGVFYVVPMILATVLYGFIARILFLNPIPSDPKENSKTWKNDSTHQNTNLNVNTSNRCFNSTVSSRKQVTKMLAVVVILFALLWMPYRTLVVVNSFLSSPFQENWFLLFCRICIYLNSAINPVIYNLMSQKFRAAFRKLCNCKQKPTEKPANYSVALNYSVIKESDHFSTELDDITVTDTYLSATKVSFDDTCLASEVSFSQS
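TRHR-expressing cells loaded with fluo-8 calcium dye; 23 nL library compound pin-transferred, kinetic FDSS fluorescence (Ex 480/Em 530) recorded about 180 s for agonist-induced calcium release, before a 10 nM TRH EC20 addition for potentiator mode.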
12-LOX inh: inhibitors of human 12S-lipoxygenase ALOX12; P18054; 580,000 tested, 1.1% active; purified 12hLO, xylenol orange hydroperoxide absorbance; Potency, µM (highest dose often 108 µM), for the others: top-dose activity change, negative = inhibition, most hits filed as inhibitors; AID 1671190; also: potency is read from the fitted curve at half-maximal effect; % is scaled to controls: 0 for no effect and ±100 for the full control effect
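Purified human 12hLO (150 nM final) in 25 mM Hepes, 0.01% Triton X-100, pH 7.0 was preincubated 15 min at room temperature with compound. Then 40 uM arachidonic acid was added, 30 min. Hydroperoxide was read by Fe-XO absorbance ratio 573/405 nm.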
BLM inh: inhibitors of human Bloom syndrome helicase BLM. recombinant BLM DNA unwinding, fluorescence dequenching. Potency, µM (top dose mostly 56.1 µM), for inactives: at the top dose activity change, negative = inhibition, most hits filed as inhibitors. P54132. 350,000 tested, 0.2% active;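 also: potency is read from the fitted curve at half-maximal effect; plate controls were vehicle for no effect and no enzyme for full effect; nearly all actives have a fitted effect of over 35% in size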
POLK inh: inhibitors of human DNA polymerase kappa | Q9UBT6 | purified Pol kappa, fluorescent DNA synthesis assay, 10 min | Potency, µM (series often up to 107 µM), for inactives: at the highest dose activity, negative = inhibition, hits mostly inhibitors | 400,000 tested, 0.53% active | AID 588579; also: potency is read from the fitted curve at half-maximal effect; % is scaled to controls: 0 for no effect and ±100 for the full control effect
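10 nM Pol kappa preincubated 15 min at room temperature with compounds, then reaction started with substrate at 50 nM final. Fluorescence read kinetically at 0 and 10 min; buffer-only wells served as negative control.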
Pol beta inh: blocks human DNA polymerase beta activity; P06746; Pol beta primer extension/strand displacement, fluorescence kinetic; Potency, µM (series often up to 114 µM), for the others: at the top dose activity change, negative = inhibition, most hits filed as inhibitors; 340,000 tested, 1.3% active; also: potency is read from the fitted curve at half-maximal effect; % is scaled to controls: 0 for no effect and ±100 for the full control effect
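Reaction started by 50 nM substrate onto compound-treated Pol beta (10 nM, 15 min preincubation, room temperature); plates read at 0 min and 10 min. Normalized concentration-effect data fitted by four-parameter Hill equation.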
APEX1 inh: blocks human APE1 abasic DNA cleavage; P27695; recombinant APE1, TAMRA/BHQ-2 abasic DNA cleavage fluorescence; Potency, µM (top dose mostly 65.8 µM), without a hit: at the highest dose activity change, negative = inhibition, actives largely listed as inhibitors; 350,000 tested, 0.35% active; AID 2517;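 also: potency is read from the fitted curve at half-maximal effect; plate controls were vehicle for no effect and reference inhibitor for full effect; nearly all actives have a fitted effect of over 55% in size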
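Step 1: APE1 (0.75 nM) with compound, 15 min RT. Step 2: add 50 nM fluorophore/quencher THF duplex. Step 3: three fluorescence reads 60 s apart (525/598 nm); read 3 minus read 1 = reaction progress.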
ERG-DNA inh: inhibitors of human ERG Ets domain-DNA interaction. Potency, µM (series often up to 76.9 µM), for inactives: at the highest dose FP activity, negative = inhibition, usual class: inhibitors. fluorescence polarization, His-ERG Ets domain / labelled DNA. 370,000 tested, 0.028% active. P11308; active = well fitted inhibition curve with a large enough effect in the polarisation, with a control signal flat; inconclusive = small, poorly fitted or top-dose-only effect, or effect the other way, or a change in a side signal; inactive = no such curve, though single readings can be large or run the other way; the % refers to the polarisation;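 also: polarization taken with two DNA probes labelled with fluorescein and Texas red; potency is read from the fitted curve at half-maximal effect; % of control where 0% means no effect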
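His-tagged ERG Ets domain (1 uM in the protein solution; 300mM KCl, 50mM Tris-HCl, 1mM EDTA, 1mM DTT, pH 7.5) received compound, then a probe mix of 5 nM fluorescein-DNA and 100nM Texas-615-DNA. Fluorescence polarization was read for both dyes.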
Anesthetic bind: candidate novel general anesthetic via apoferritin binding; apoferritin/1-aminoanthracene competitive binding, fluorescence; P02791; Potency, µM (series often up to 77.5 µM), for the others: at the top dose activity change, negative = displacement, most hits filed as inhibitors; AID 485281; 350,000 tested, 0.074% active; also: potency is read from the fitted curve at half-maximal effect; % is scaled to controls: 0 for no effect and ±100 for the full control effect; nearly all actives have a fitted effect of over 20% in size
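Steps: apoferritin (10 uM) was premixed with half-saturated 1-AMA in PBS, compounds were pin-transferred, plates stood 10 min at room temperature, fluorescence was read at 380/535 nm, and curves were fitted with a Hill equation.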
POLI inh: inhibitors of human DNA polymerase iota | Q9UNA4 | Pol iota fluorescent replication assay, 10 min | Potency, µM (highest dose often 115 µM), for inactives: at the top dose activity, negative = inhibition, actives largely listed as inhibitors | 390,000 tested, 1% active | AID 588590; also: potency is read from the fitted curve at half-maximal effect
Target sequence (Q9UNA4 whole entry, looked up): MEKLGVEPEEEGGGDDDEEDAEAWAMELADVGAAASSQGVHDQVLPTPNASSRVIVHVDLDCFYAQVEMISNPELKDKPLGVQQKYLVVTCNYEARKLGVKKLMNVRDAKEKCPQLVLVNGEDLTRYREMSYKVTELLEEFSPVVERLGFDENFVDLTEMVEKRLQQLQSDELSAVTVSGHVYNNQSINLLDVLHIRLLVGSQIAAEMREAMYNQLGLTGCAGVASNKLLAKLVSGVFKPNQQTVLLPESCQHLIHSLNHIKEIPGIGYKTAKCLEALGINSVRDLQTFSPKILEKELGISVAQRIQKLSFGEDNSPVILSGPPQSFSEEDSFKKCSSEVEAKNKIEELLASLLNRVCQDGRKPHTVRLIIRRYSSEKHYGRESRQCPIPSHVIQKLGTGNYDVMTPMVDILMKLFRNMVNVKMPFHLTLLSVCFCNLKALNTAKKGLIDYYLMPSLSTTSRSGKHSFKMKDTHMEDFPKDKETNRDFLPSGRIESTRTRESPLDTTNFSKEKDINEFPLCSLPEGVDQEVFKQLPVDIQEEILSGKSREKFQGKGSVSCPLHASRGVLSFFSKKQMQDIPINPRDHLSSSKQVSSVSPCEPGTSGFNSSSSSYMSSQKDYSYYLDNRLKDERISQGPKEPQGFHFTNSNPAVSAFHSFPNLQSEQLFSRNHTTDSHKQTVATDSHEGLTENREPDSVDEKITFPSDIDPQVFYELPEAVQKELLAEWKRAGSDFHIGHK
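Pol iota at 10 nM preincubated 15 min with compounds at room temperature; reaction started with fluorescent substrate, 50 nM final. Fluorescence read kinetically at 0 and 10 min; buffer-only wells as negative control.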
An asterisk follows results filed as active; ? = inconclusive; . = no result given; & = joins results of further samples; [ ] = another dose, or the depositor's remark. Unless noted, calls follow the shape of the dose curve; as a rule, active = well fitted curve in the direction sought with a large enough effect; inconclusive = small, poorly fitted or top-dose-only effect, or another doubt; inactive = no such curve, though single readings can be large; an effect the other way counts as inactive or inconclusive. An excerpt; rates above refer to the full screens.

Values run as follows: TRHR ag, 12-LOX inh, BLM inh, POLK inh, Pol beta inh, APEX1 inh, ERG-DNA inh, Anesthetic bind, POLI inh
COc1ccc(CN2CCNC(=O)C2CC(=O)NC2CCC2)c(OC)c1 (stereo not drawn)
  0.6, ?, 1%, -5%, 16%, 32%[activator], 1%, -7%, 10%
O=C(C1CCC1)N1CCc2cc(S(=O)(=O)NCc3ccc(F)cc3)ccc21
  -1.3, -9%, 2%, -25%, 4%, ., 4%, -13%, -7%
O=C(CNC(=O)c1ccc(Cl)cc1)N/N=C/C=C/c1ccccc1
  -0.1, -9%, -3%, -12%, -21%, 3%, -1%, ?, ?
COc1ccccc1C(=O)Nc1ccc(OCC(=O)N2CCCCC2)cc1
  0.3, 17%, ., 4%, ., 41%[activator], 14%, ., 11%
Cc1cc(C)nc(N(C#N)CN2C(=O)c3ccccc3C2=O)n1
  -2.0, 11%, -3%, -22%, -21%, 2%, -4%, -11%, -2%
COc1ccc(OCC(=O)N/N=C\c2ccco2)cc1
  1.3, 313%[activator], 0%, 2%, 10%, 6%, -3%, -5%, 11%
Clc1ccc(CCNc2nc3ccccc3s2)cc1
  4.6, -9%, -13%, -16%, 22%, 12%, -2%, ?, 1%
N#Cc1ccc(C(=O)N2CCC3CC2c2cc(-c4ccccc4)ccc23)cc1 (stereo not drawn)
  ., -3%, ., -5%, ., ., 5%, ., 26%
CCOc1ccc(NC(=O)C(=O)NCc2ccco2)cc1
  -0.8, -13%, -2%, -18%, 1%, ., 0%, -7%, 4%
CCOc1ccc2nc(CN3CCN(Cc4ccsc4)C(CCO)C3)ccc2c1 (stereo not drawn)
  0.0, ?, 6%, -9%, 35%, 8%, 5%, -10%, 16%

The closing 4 compounds of the part above lead into the next:
Values run as follows: TRHR ag, 12-LOX inh, BLM inh, POLK inh, Pol beta inh, APEX1 inh, ERG-DNA inh, Anesthetic bind, POLI inh
Clc1ccc(CCNc2nc3ccccc3s2)cc1
  4.6, -9%, -13%, -16%, 22%, 12%, -2%, ?, 1%
N#Cc1ccc(C(=O)N2CCC3CC2c2cc(-c4ccccc4)ccc23)cc1 (stereo not drawn)
  ., -3%, ., -5%, ., ., 5%, ., 26%
CCOc1ccc(NC(=O)C(=O)NCc2ccco2)cc1
  -0.8, -13%, -2%, -18%, 1%, ., 0%, -7%, 4%
CCOc1ccc2nc(CN3CCN(Cc4ccsc4)C(CCO)C3)ccc2c1 (stereo not drawn)
  0.0, ?, 6%, -9%, 35%, 8%, 5%, -10%, 16%
O=C(Nc1ccc(O)cc1)c1c(O)c2c([nH]c1=O)CCCC2
  0.9, -25%, 2%, -14%, 19%, -1%, 2%, -7%, 54%[activator]
O=C(Nc1cccc(C(F)(F)F)c1)C1CCN(S(=O)(=O)c2cccs2)CC1
  0.6, ?, -7%, -29%, -8%, ., -3%, -2%, 5%
COc1ccc(NC(=O)CSc2nc3ccccc3c(=O)n2CCCO)cn1
  0.1, 150%[activator], ., ?, ., 6%, -6%, ., 4%
Cc1ccc(S(=O)(=O)NNC(=O)c2cc(C)c(C)cc2N)cc1
  ., -8%, ., -19%, ., ., -1%, ., 2%
CCOC(=O)N1CCC(NC(=O)c2ccc3c(c2)N=C(C)c2c(C)ccc(C)c2S3)CC1
  -0.5, 4%, -11%, -15%, -3%, 1%, 4%, 4%, 1%
O=C(CCN1C(=O)C2C3C=CC(C3)C2C1=O)N1CCN(c2ccccc2Cl)CC1 (stereo not drawn)
  -0.1, ?, -1%, -9%, 0%, -1%, 5%, -7%, 12%
O=C(O)c1ccc(Cl)c(N2C(=O)Nc3ccccc3N2O)c1
  -0.5, -10%, 7%, -6%, -14%, -1%, -2%, 0%, -6%
Cc1ccc(CNC(=O)CNS(=O)(=O)c2ccc3c(c2)C(C)(C)C(=O)N3C)cc1
  -0.3, 21%, -5%, -11%, -19%, 3%, 0%, -6%, 15%
CCOc1ccc2c(=O)c(Oc3ccccc3)c(C)oc2c1
  -0.7, 2%&0%, 1%, -12%, 6%, -8%, -11%, -20%, 1%
CCOc1ccc(C(C(=O)NCCOC)N(CCOC)C(=O)CCC(=O)Nc2ccccn2)cc1 (stereo not drawn)
  -0.7, -3%, 0%, 0%, 31%, 51%, -13%, -1%, 23%
COc1ccc2oc(C(=O)N(C)CCOc3ccccc3)c(C)c2c1
  -0.1, 2%, -4%, -5%, 16%, -7%, 4%, -22%, 21%
COc1ccc(S(=O)(=O)NCC(c2ccco2)N2CCN(c3ccccc3F)CC2)cc1OC (stereo not drawn)
  -0.3, -4%, -6%, -9%[60.1 µM], 23%, ., 1%, -5%, -28%
O=C1C(Cl)=C(Nc2ccccc2O)C(=O)N1c1ccccc1
  0.5, -9%, -8%, -4%, -19%, 0%, 6%, ?, 4%
Cc1ccccc1C(=O)NC(C)c1ccc2c(c1)CCCC2 (stereo not drawn)
  ., 6%, -5%, -14%, 14%, 5%, 1%, -15%, 3%
Cc1cccc(NS(=O)(=O)c2cc(C(=O)OC(C)C(=O)NCc3ccc4c(c3)OCO4)ccc2C)c1 (stereo not drawn)
  0.9, 10%, -1%, -9%, 41%, 1%, -8%, -3%, 12%
CC(=O)c1c(C)[nH]c(C(=O)Nc2ccc(C)cc2Br)c1C
  -0.4, -11%, -4%, -1%, 63%, 2%, 6%, 2%, 124%[activator]
CCOC(=O)N1CCN(c2c(NCCN3CCN(c4ccccc4F)CC3)c(=O)c2=O)CC1
  -0.3, 16%, -9%, 10%, -1%, 4%, -8%, 1%, 44%[activator]
Cc1ccc(S(=O)(=O)N2CCOCC2)cc1NC(=O)CSc1nc(N)cc(=O)[nH]1
  1.8, -2%, 0%, 1%, ?, 17%, 17%, -9%, -14%
Cc1ccccc1Cn1nc(C)c(NC(=O)/C=C/c2cnn(C)c2)c1C
  0.0, -11%, -11%, -13%, 100%, -3%, 1%, -8%, -44%
OC(CNc1ccccc1)COc1ccc(OCC(O)CNc2ccccc2)cc1 (stereo not drawn)
  1.5, -3%, -9%, -16%, 2%, -5%, 5%, 2%, -8%
COC(=O)c1sc(NC(=O)C2CCCO2)c(C(=O)OC)c1C (stereo not drawn)
  -0.6, 0%, -3%, -5%, -2%, 0%, 5%, -1%, 16%
CC(=O)Nc1ccc2c(c1)C(C)(C)C(C)N2C (stereo not drawn)
  1.8, 0%, -8%, -5%, ?, ?, 33%[activator], -3%, -3%
O=c1[nH]c2cc([N+](=O)[O-])cc([N+](=O)[O-])c2[nH]c1=O
  ., ., 1%, -10%[60.1 µM], ., 11%, ., 1%, .
CCOC(=O)c1c(C)[nH]c(C)c1S(=O)(=O)N1CCC(C(=O)N2CCN(c3cccc(C)c3C)CC2)CC1
  -0.7, -5%, -4%, -7%[60.1 µM], ?, ., -6%, ?, 22%
CCC(C)(C(=O)Nc1ccc2c(c1)OCCO2)N(C(C)=O)c1ccc(C(N)=O)cc1 (stereo not drawn)
  0.1, -1%, -1%, 3%, 6%, 3%, -15%, -7%, -1%
Cc1ccc(S(=O)(=O)N2CCC(=O)N(CCOC(=O)Nc3cccc(Cl)c3)CC2)cc1
  -0.2, ?, 1%, -9%, 8%, -5%, -11%, -5%, -11%
CCc1nnc(NC(=O)c2ccc(-c3ccc(F)cc3)o2)s1
  0.0, 23%, -8%, -18%, 2%, 1%, -8%, -5%, 11%
O=C(NCCNC(=O)C(F)(F)F)c1ccncc1
  1.5, -5%, -1%, -1%, 2%, 3%, 5%, -3%, -1%
Cc1nn(CC(=O)OC(C)C(=O)Nc2ccccc2[N+](=O)[O-])c(C)c1[N+](=O)[O-] (stereo not drawn)
  -0.6, 4%, 6%, -4%, 4%[57.1 µM], 7%, -2%, -4%, 15%
O=C(COc1cccc2ccccc12)NNC(=O)C1CCCO1 (stereo not drawn)
  0.6, 15%, 2%, -1%, 38%, 0%, 0%, -13%, -2%
CCc1ccc(/C=C2\C(=N)N3N=C(CC(=O)N4CCCCC4)SC3=NC2=O)cc1
  0.9, 4%, 0%, ?, -8%, 72%[activator], 7%, 19%, ?
Cc1ccc(S(=O)(=O)CCC(=O)OCc2cc(C)ccc2C)cc1
  -0.2, -51%, ., -18%, ., -8%, 3%, ., 60%[activator]
Cc1c(Cl)cccc1NS(=O)(=O)c1ccc(-c2ccc(=O)[nH]n2)o1
  0.2, 7%, -7%, -26%, 27%, 23%, -1%, -6%, 21%
COc1ccc(OC)c(NC(=O)c2nc(SCc3ccccc3F)ncc2Cl)c1
  0.3, -9%, 2%, 6%&-8%, 30%, ., -1%, 57%[activator], 17%&-9%
CCOC(=O)c1sc2ncnc(N3CCN(CC)CC3)c2c1C
  0.1, -38%, -6%, 7%, 18%, -7%, -7%, -10%, 28%
CCNc1nc(NCC)nc(SCCOC(=O)Nc2ccc(Cl)cc2Cl)n1
  -0.9, -17%, -2%, -9%, ?, -5%, 1%, 5%, -21%
Cc1ccccc1S(=O)Cc1ccc(C(=O)N2CCN(c3cccc(C)c3C)CC2)o1 (stereo not drawn)
  -1.0, 6%, -2%, -8%, 2%, ., 7%, -2%, 26%
COc1ccc(C)cc1NC(=O)c1c2c(nc3ccccc13)C(=O)N(C1CCCCC1)C2
  -0.3, -18%, -3%, -3%, 0%, ., 1%, ?, 7%
Cc1ccc(NC(=O)CO/N=C/c2ccc(N(C)C)cc2)cc1
  6.1, -27%, -4%, -4%, ?, 1%, 1%, ?, 49%[activator]
CC(C)N1CC(C(=O)Nc2ccc(Cl)c([N+](=O)[O-])c2)CC1=O (stereo not drawn)
  0.6, 0%, -6%, 6%, 9%, 13%, 14%, -10%, 22%
Cn1c(SCc2ccc(F)cc2)nc2ccc(C(=O)NCc3ccc(F)cc3)cc21
  1.7, -18%, -9%, 0%, 20%, ., 1%, 71%[activator], ?

Screening results as filed in PubChem.
